Growth percent in the NCI-60 one-dose screen (48 h, 10 µM unless noted): 100 = growth as untreated, 0 = no growth, -100 = all killed.
HL-60(TB): HL-60(TB) leukemia cells | actives 9% (n = 78,000); active = growth percent below 10
The depositor's hits bear a star.

SMILES	HL-60(TB)
COc1ccc(/C(C)=N/NS(=O)(=O)c2ccc(C)cc2)cc1OC	98
O=C1N2C(=NC1(c1cccnc1)c1ccccn1)Nc1nc3ccccc3n1C2c1ccccn1 (configuration not stated)	102
CN(C)N=Nc1cc(C#N)cc(C#N)c1	98
COc1cc(/C=C/C(=O)/C=C/c2cc(OC)c3c(c2)OCO3)cc2c1OCO2	69
CC1=C(C(=O)Nc2ccccc2)C(c2ccc3c(c2)OCCO3)NC(=O)N1 (configuration not stated)	106
O=C1NC(=O)C(CCc2ccccc2)(c2ccccc2)N1 (configuration not stated)	83
Cc1ccc(Nc2nc(N)nc(N)c2N)cc1C	97
COc1cc(/C=C2/C(=O)Nc3ccc(Cl)cc32)ccc1OCc1ccc(F)cc1	102
COc1cccc2c1c(C(=O)c1ccco1)cn2Cc1ccc(F)cc1	162
Cc1[nH]n(C(=S)Nc2nc3cc(Cl)c(F)cc3s2)c(=O)c1N=Nc1ccc(S(N)(=O)=O)cc1	139
NC1=NC(c2ccccc2Cl)c2c(n[nH]c2N)N1 (configuration not stated)	52
COc1ccc([C@H]2[C@H](C(=O)Nc3ncccn3)c3ccccc3C(=O)N2c2ccccc2)cc1	89
Cc1ccc(NC(=O)c2ccc(CN3CCN(C)CC3)cc2)cc1Nc1nc(-c2cccnc2)cs1	58
COc1ccc2c(c1)Cc1c-2cc(Br)c(N)c1Br	100
COc1cc(Cn2cc(C#N)c(N)c2C(=O)c2ccc(Br)cc2)cc(OC)c1OC	107
Cn1nc(C(F)(F)F)cc1-c1cnc(C#N)nc1NC1CCCCCC1	98
C=CCN(CC=C)C(=O)OC(C)C	100
CCN(CC)CC(O)C=O (configuration not stated)	98
O=S(=O)(O)C(C(I)I)S(=O)(=O)O	109
Cc1ccccc1C(=O)Nc1ccc(Cl)cc1Cl	81
N/C=N/O	98
Nc1nc(-c2ccc(Cl)cc2)nn1-c1nc2ccccc2s1	102
COc1ccccc1CCO	97
CC(=O)c1nc2ccccc2n1CC(=O)c1cccc(Cl)c1	-29*
O=C(O)COc1cccc(O)c1	101

By substructure: the entries above with bromine.
SMILES	HL-60(TB)
COc1ccc2c(c1)Cc1c-2cc(Br)c(N)c1Br	100
COc1cc(Cn2cc(C#N)c(N)c2C(=O)c2ccc(Br)cc2)cc(OC)c1OC	107

Additional records
SMILES	HL-60(TB)
Nc1nc(=O)n([C@H]2CC=C(CO)O2)cc1F	88
O=C(O)/C=C\C(=O)NNc1ccc(Cl)cc1Cl	104
Cc1cc(=O)oc2cc(OCCCOc3ccc(/C=C/C(=O)Nc4ccccc4)cc3)ccc12	92
Cn1cc(-c2nn3c(C=O)c(-c4ccc(F)cc4)nc3s2)c2ccccc21	103
O=C(O)c1ccc(-n2cc(CNc3cccc(F)c3)c(-c3ccccc3)n2)cc1	111
CN(C)c1ccc(Nc2cc(-c3cccc(OC(F)(F)F)c3)nc3ccc(N4CCCC4)cc23)cc1	-16*
O=C(CNc1ccccc1)Nc1ccc(-c2nc3ccccc3s2)cc1	89
O=C1CSC(c2ccc(Cl)cc2)N1Cc1ccc2c(c1)OCO2 (configuration not stated)	73
CN(C)C1CCC(NC2=CC(=O)C=CC2=O)CC1 (configuration not stated)	114
O=[N+]([O-])c1cc(F)cc([N+](=O)[O-])c1O	149
O=[N+]([O-])c1cccc(Cl)c1O	102
COc1ccc(Cn2cc(Cn3c(=O)c(-c4nc5ccccc5[nH]4)cc4ccccc43)nn2)c(OC)c1OC	7.7*
CO[C@H](/C(C)=C/C=C/C=C(C)/C=C/C[C@H](O)CC(=O)/C=C/C=C(C)/C=C/[C@@H](C)NC(=O)[C@H](C)C/C=C/C[C@@H](O)Cc1ccc(O)cc1)[C@@H](C)C(=O)O	108
Brc1ccc(COc2ccc(Nc3ncnc4onc(-c5ccccc5)c34)cc2)cc1	93
CCOC(=O)c1cc(C(=O)c2cc(OC)c(OC)c(OC)c2)n2nc(C)ccc12	-24*
COC(=O)c1ccc(-n2cc(CCCOS(=O)(=O)c3ccc(I)cc3)nn2)cc1	99
CC1=C(C)C[C@]2(Cc3c(C)cccc3C2=O)S(=O)C1 (some centres not stated)	79
OC(COc1ccc2c(c1)OCO2)CN1CCN(Cc2ccccc2)CC1 (configuration not stated)	87
O=C(NCc1ccccc1)c1ccncc1	111
Cc1ccc(C(=O)c2ccc(CC(=O)NNC(=O)Nc3c(Cl)cccc3Cl)n2C)cc1	100
N#C/C(=C\c1c(Cl)cccc1Cl)c1nc(-c2ccc(Cl)cc2)cs1	88
O=C(CO)c1ccc([N+](=O)[O-])cc1	95
O=c1c2sc3ncc(Br)cc3c2nnn1-c1cccc(Cl)c1	90
CC1CCCN(CCCCOc2ccc(-c3ccc(C#N)cc3)cc2)C1 (configuration not stated)	93
CC/C(=C/c1ccccc1O)c1ccc2ccccc2[o+]1	108

(further entries)
SMILES	HL-60(TB)
COc1ccc(C(=O)/C=C/c2ccc(OCc3ccc(Cl)cc3)cc2)cc1OC	81
CCCCN=C(N)N	110
O=c1/c(=C/c2ccccn2)sc2nc3ccccc3n12	104
O=C(O)c1c(Cl)n(Cc2ccc(O)cc2)c2ccc(O)cc12	101
[N-]=[N+]=NCCCC[C@@H]1N=C(c2ccc(Br)cc2)Nc2nc3ccccn3c2C1=O	97
COc1cccc(-c2nn(-c3ccccc3)cc2-c2ccnc(N3CCN(C(=O)Nc4ccc(F)cc4)CC3)c2)c1	11
CCO/N=C(/N)c1ncn(Cc2ccccc2)c1NCC(OCC)OCC	99
Cc1ccc2nc(-c3ccc(-c4nnc(SCC(=O)Nc5ccccc5)o4)cc3)[nH]c2c1	109
C=C(C)[C@@H]1CC[C@]2(C=O)CC[C@]3(C)[C@H](CC[C@@H]4[C@@]5(C)CCC(=O)NC(C)(C)[C@@H]5CC[C@]43C)[C@@H]12	98
N#Cc1c(NC(=O)c2ccco2)[n+]([O-])c2cc(F)c(F)cc2[n+]1[O-]	38
O=C(O)c1cccc(N2C(=O)/C(=C/C3=Cc4ccccc4OC3)SC2=S)c1	99
O=C(c1ccccc1)c1nn(-c2ccccc2)c(=O)cc1-c1ccccc1	101
O=C(O)CSc1cc(Cl)ccc1Cl	103
CC(C(=O)c1c([O-])on[n+]1-c1ccccc1)n1ccnc1 (configuration not stated)	110
C[C@]12CC[C@H]3[C@@H](CCC4=CC(=O)CC[C@@]43C=O)[C@@H]1CCC2=O	106
Cc1ccccc1NC(=O)Cn1nncc1COc1ccc2ccccc2c1C=O	104
Oc1c(Cl)cc(Oc2cc(Cl)c(O)c(CN3CCOCC3)c2)cc1CN1CCOCC1	87
CCOC(=O)C1(N)CCCCC1	110
CCCCN1CSC(=S)N(CCCC)C1	90
COc1ccc(/C=C(/C(=O)N2CCCC2)c2cc(OC)c(OC)c(OC)c2)cc1	-15*
COc1cc(C(=O)NC(=S)NCc2ccncc2)cc(OC)c1OC	90
CCCCCCCCCCCCCCCCCCOc1ccc(CC(=O)NCC[N+]2(C)CCOCC2)cc1	79
CCn1c(/C(C#N)=C/c2ccncc2)nc2ccccc21	80
CCOC(=O)CSc1sc(C(=O)OCC)c(N)c1C#N	89
CC/C(=C(/c1ccc(Cl)cc1)c1ccc(OCCN2CCCCC2)cc1)c1ccc(Cl)cc1	68

Continuation:
SMILES	HL-60(TB)
O=C1CC(c2ccccc2)NN1 (configuration not stated)	93
c1ccc2c(c1)ccc1c2nnc2nnnn21	101
CCCCCCCCC(=O)c1c(OC)oc(C=O)cc1=O	100
Cc1cccc(CN2CCNCC2)c1	87
NS(=O)(=O)c1ccc(CCn2c(SCC(=O)N/N=C/c3cccnc3)nc3ccccc3c2=O)cc1	80
CCS/C(Nc1ccccc1)=C(\C#N)C(=O)Nc1ccc(C)cc1	46
COc1ccc(-c2cnc3sc4ccccc4n23)cc1	110
Clc1ccc(-c2csc(NN=C(c3ccccc3)c3ccccc3)n2)cc1	42
O=C(O)c1ccc(O)c(CN2CCN(c3cc4c(cc3F)c(=O)c(C(=O)O)cn4C3CC3)CC2)c1	82
COc1ccc2c(c1)c(-c1nc(N)nnc1-c1cncc(Br)c1)cn2C	97
Cc1nn(-c2ccccc2)c2nc(C(F)(F)F)nc(Nc3ccc(NCc4c(-c5ccccc5)no[n+]4[O-])cc3)c12	77
CCOC(=O)c1[nH]c(Cc2c(C)[nH]c(C)c2C(=O)OCC)c(C(=O)OCC)c1C	99
Cc1ccc(NC(=O)/C=C\C(=O)O)c(C)c1	115
Cn1cnc2c(N(CCO)CCO)ncnc21	92
S=C=Nc1ccc(Br)cc1	91
Nc1c(C(=O)Nc2ccccc2)sc2nc3c(cc12)CCCC3	16
CCOC(=O)c1c[nH]c2c(Cl)c(C)ccc2c1=O	128
CC1SC(c2ccc(Br)cc2)N(NC(=O)C(O)(c2ccccc2)c2ccccc2)C1=O (configuration not stated)	83
COc1cc(-c2nc(-c3ccc(-c4nc5ccccc5[nH]4)cc3)no2)cc(OC)c1OC	53
CCOC(=O)C1=NNC(C(=O)OCC)C1c1ccccc1 (configuration not stated)	94
Cc1ccc(-c2nc(P(=O)(O)O)c(S(=O)(=O)c3ccc(C)cc3)o2)cc1	102
Nc1nnc(-c2cncc(Br)c2)c(-c2c[nH]c3ccc(Br)cc23)n1	37
O=[N+]([O-])c1cccc(S(=O)(=O)OCCOc2ccccc2)c1	117
O=C(Nc1ccccc1O)c1cccc(Nc2ccc(Cl)cc2)c1	86
COc1cccc(N(CCCCN)c2cccnc2)c1	76

The list goes on; the last 2 above are carried over.
SMILES	HL-60(TB)
O=C(Nc1ccccc1O)c1cccc(Nc2ccc(Cl)cc2)c1	86
COc1cccc(N(CCCCN)c2cccnc2)c1	76
Clc1ccc(-c2n[nH]c3c2Cc2ccccc2-3)cc1Cl	100
COc1ccc(NC(=O)/C(C)=N/O)cc1	97
CCN(CC)CCNc1ccc(Cl)cc1Cl	93
O=C(/C=C/c1ccc(Cl)cc1)c1cccc(OCCCOc2cccc(C(=O)/C=C/c3ccc(Cl)cc3)c2)c1	96
COc1cc(OCc2cccc(-c3ccccc3)c2C)cc(OC)c1CN1CCCC[C@H]1C(=O)O	113
CN1C(=O)C2=C(Nc3ccccc3N(C(=O)C3CCC3)C2c2ccco2)C1(C)C (configuration not stated)	102
C[C@]12C[C@@H](c3ccoc3)OC(=O)[C@@H]1CC[C@]1(C)[C@@H]2CC[C@@H](O)[C@]1(C)O	9.3*
O=C(CSc1nc2ccccc2c(=O)n1-c1ccc(Cl)cc1)Nc1ccc(-c2nc3ccccc3[nH]2)cc1	44
CS(=O)(=O)c1nccc(-c2c(-c3cccc(OCc4ccc(F)cc4)c3)nc3occn23)n1	59
Cc1c(C)c(N2C(=O)c3c(F)c(F)c(F)c(F)c3C2=O)c(C)c2c1OC(C)(CCCC(C)CCCC(C)CCCC(C)C)CC2 (configuration not stated)	76
COC(=O)C(N)CS (configuration not stated)	103
CC(=O)C(C(C)=O)c1nc2sc3cccc(Cl)c3n2c(=N)c1C#N	97
CCN(CC)CCCC(C)Nc1ccnc2cc(C)ccc12 (configuration not stated)	96
CCCCCCCC(C)O (configuration not stated)	97
Cn1cc(-c2nc(N)nnc2-c2c[nH]c3ccc(Br)cc23)c2cccnc21	5.1*
Oc1ccccc1N=Cc1ccccc1	84
Nc1ccc(C(=O)Nc2ccc(N=Nc3ccc(S(=O)(=O)O)cc3)cc2)cc1	95
COc1cc(C(=O)/C=C/c2c(Cl)nc3ccccn23)cc(OC)c1OC	65
CCN1CCN(C(C(=O)NC(C)(C)C)c2ccc(Cl)cc2)C(=O)c2ccccc2C1=O (configuration not stated)	86
CCOCC(=O)C(C#N)c1ccc(Cl)c(Cl)c1 (configuration not stated)	102
Cc1ccc(NC(=O)Cc2ccc(/C=C/C(=O)c3ncc[nH]3)cc2)cc1	27
C/C(=N\N=C(N)N)c1c(C)nn(C(=N)N)c1C	103
COc1ccc(C2NC(=O)c3cc4c(cc3N2)OCO4)cc1 (configuration not stated)	-42*
O=[N+]([O-])c1cccc(C2NC(=S)Nc3c2sc2ccc(Cl)cc32)c1 (configuration not stated)	102
CCN1C(=O)N(c2ccccc2)C2NC(=S)N(/N=C/C=C/c3ccccc3)C21 (configuration not stated)	-26*

Continuation.
SMILES	HL-60(TB)
CCCCCCC1=C(Br)C(=O)c2nc(C)ccc2C1=O	67
O=C1CCC23OC=CC2C2(Nc4ccccc4NC2=O)c2cc(F)ccc2N13 (configuration not stated)	96
CCCCNC(c1ccccc1)C(O)c1ccccc1 (configuration not stated)	73
CC(C)c1ccc(S(=O)(=O)NC2=CN3CC=CC3CC2=O)cc1 (configuration not stated)	91
N#CCNC(=O)OCc1ccccc1	116
O=S(=O)(O)c1ccccc1/C=N\NC(=S)N/N=C/c1ccccc1S(=O)(=O)O	105
C/C=C/C/C=C/[C@H](C)C[C@H](O)[C@@H]1C[C@@H]2O[C@H]2/C=C/[C@H](O)[C@@H](O)/C=C/C[C@H](C)CC(=O)O1	77
CC(=O)c1ccc(N2CN(c3ccc(O)cc3)CC3=C2CC(C)(C)CC3=O)cc1	95

Taken from above:
Result for `CC(C)c1ccc(S(=O)(=O)NC2=CN3CC=CC3CC2=O)cc1` (configuration not stated) in HL-60(TB): 91
Result for `N#CCNC(=O)OCc1ccccc1` in HL-60(TB): 116
Result for `C/C=C/C/C=C/[C@H](C)C[C@H](O)[C@@H]1C[C@@H]2O[C@H]2/C=C/[C@H](O)[C@@H](O)/C=C/C[C@H](C)CC(=O)O1` in HL-60(TB): 77

A different layout for part of the listing above:
SMILES | HL-60(TB)
C/C=C/C/C=C/[C@H](C)C[C@H](O)[C@@H]1C[C@@H]2O[C@H]2/C=C/[C@H](O)[C@@H](O)/C=C/C[C@H](C)CC(=O)O1 | 77
N#CCNC(=O)OCc1ccccc1 | 116
CC(C)c1ccc(S(=O)(=O)NC2=CN3CC=CC3CC2=O)cc1 (configuration not stated) | 91
CCCCNC(c1ccccc1)C(O)c1ccccc1 (configuration not stated) | 73
O=C1CCC23OC=CC2C2(Nc4ccccc4NC2=O)c2cc(F)ccc2N13 (configuration not stated) | 96
O=S(=O)(O)c1ccccc1/C=N\NC(=S)N/N=C/c1ccccc1S(=O)(=O)O | 105
CC(=O)c1ccc(N2CN(c3ccc(O)cc3)CC3=C2CC(C)(C)CC3=O)cc1 | 95

Compound activity: PubChem BioAssay, NCI

Some of the compounds tested (hit frequency here may not be typical).
